# Tb PGK inh – T. brucei PGK inhibition; P07378; PGK/GAPDH coupled, Kinase-Glo luminescence, 60 min; Potency, µM (top dose mostly 57.5 µM), without a hit: at the highest dose activity change, negative = inhibition, most hits filed as inhibitors; 380,000 compounds, 0.043% hits; AID 602233; note: % is set by controls: 0 for no effect and ±100 for the full control effect; nearly all actives have a fitted effect of over 60% in size
# Target sequence (P07378 whole entry, looked up): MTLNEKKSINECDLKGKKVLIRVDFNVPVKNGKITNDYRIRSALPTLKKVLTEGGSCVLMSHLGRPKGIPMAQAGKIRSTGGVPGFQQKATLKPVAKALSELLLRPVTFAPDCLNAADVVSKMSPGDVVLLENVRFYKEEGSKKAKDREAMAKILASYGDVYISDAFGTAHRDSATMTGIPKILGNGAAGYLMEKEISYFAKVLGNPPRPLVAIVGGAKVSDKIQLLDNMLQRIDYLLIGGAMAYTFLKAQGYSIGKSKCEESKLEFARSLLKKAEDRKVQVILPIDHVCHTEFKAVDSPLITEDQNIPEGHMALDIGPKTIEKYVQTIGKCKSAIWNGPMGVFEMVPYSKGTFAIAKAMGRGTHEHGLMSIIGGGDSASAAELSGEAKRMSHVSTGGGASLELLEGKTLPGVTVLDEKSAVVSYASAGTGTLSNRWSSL
#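 Recombinant glycosomal PGK reaction used 1,3-bisphosphoglycerate generated in-well by GAPDH (100nM final) in 100mM TEA pH 7.6, 5mM MgCl2, 0.01% Tween-20. After 60 minutes at room temperature, ATP was read by Kinase-Glo Plus luminescence end-point.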
# ERG-DNA inh – blocks human ERG Ets domain binding to DNA; P11308; fluorescence polarization, His-ERG Ets domain / labelled DNA; Potency, µM (series often up to 76.9 µM), without a hit: at the top dose FP activity, negative = inhibition, most hits filed as inhibitors; 370,000 compounds, 0.028% hits; AID 624246; active = well fitted inhibition curve with a large enough effect in the polarisation, with a control signal flat; inconclusive = small, poorly fitted or top-dose-only effect, or effect the other way, or a change in a side signal; inactive = no such curve, though single readings can be large or run the other way; the % refers to the polarisation;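 note: polarization taken with two DNA probes labelled with fluorescein and Texas red; % of control where 0% means no effect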
# Target sequence (P11308 whole entry, looked up, the tested form may be a part): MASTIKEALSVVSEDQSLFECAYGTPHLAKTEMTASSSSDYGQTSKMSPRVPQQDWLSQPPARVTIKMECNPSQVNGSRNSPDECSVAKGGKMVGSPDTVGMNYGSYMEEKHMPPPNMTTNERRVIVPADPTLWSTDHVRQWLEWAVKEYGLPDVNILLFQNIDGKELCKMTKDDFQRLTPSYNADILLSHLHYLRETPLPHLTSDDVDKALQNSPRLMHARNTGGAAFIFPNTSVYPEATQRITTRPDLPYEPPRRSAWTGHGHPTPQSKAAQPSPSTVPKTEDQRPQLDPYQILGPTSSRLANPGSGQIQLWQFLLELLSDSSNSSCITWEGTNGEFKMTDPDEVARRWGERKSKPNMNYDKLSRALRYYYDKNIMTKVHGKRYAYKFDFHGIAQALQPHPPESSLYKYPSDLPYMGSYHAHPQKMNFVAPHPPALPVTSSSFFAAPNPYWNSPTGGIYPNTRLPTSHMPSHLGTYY
#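 His-tagged ERG Ets domain (1 uM in the protein solution; 300mM KCl, 50mM Tris-HCl, 1mM EDTA, 1mM DTT, pH 7.5) received compound, then a probe mix of 5 nM fluorescein-DNA and 100nM Texas-615-DNA. Fluorescence polarization was read for both dyes.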
# rTrxR1 inhibitor – rat TrxR1 inhibition. O89049. recombinant rTrxR1, NADPH fluorescence consumption, selenite substrate. Potency, µM (titrated, usually from 114 µM), for the others: at the top dose activity change, negative = inhibition, hits mostly inhibitors. 390,000 compounds, 1% hits. AID 588453; note: % is set by controls: 0 for no effect and ±100 for the full control effect; nearly all actives have a fitted effect of over 65% in size
#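 Rat TrxR1 (90 nM in the dispensed reagent) was pre-reduced with 400 uM NADPH for 5 min at room temperature, then incubated with compound for 15 min. After 400 uM selenite was added, NADPH fluorescence (Ex 340/Em 450 nm) was followed for 8 min.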
# GLS inhibitor – glutaminase GLS (human) inhibition | 410,000 compounds, 0.21% hits | AID 624170 | O94925 | GLS enzymatic activity, qHTS titration | Potency, µM (top dose mostly 45.5 µM), inactives show top-dose activity change, negative = inhibition, hits mostly inhibitors; note: % is set by controls: 0 for no effect and ±100 for the full control effect
#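 Human kidney-isoform GLS in 45 mM KH2PO4 pH 8.2, 0.02% Tween-20, with compound, started with 1mM L-Glutamine (added stock). Glutamate oxidase/HRP/Amplex red coupled fluorescence read at start and after 30 min at RT.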
# HP1b binding inh – blocks HP1-beta chromodomain binding to methylated histone tails; Potency, µM (highest dose often 114 µM), inactives show at the top dose activity change, negative = inhibition, actives largely listed as inhibitors; AlphaScreen HP1-beta / biotin-H3K9me3 peptide binding; AID 540317; 390,000 compounds, 0.56% hits; note: nearly all actives have a fitted effect of over 70% in size; inactives centre near 23
#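 Compound inhibition of the preformed complex between 50 nM HP1-beta and 50 nM biotinylated H3K9me3 peptide was read by AlphaScreen. Buffer was PBS pH 7.4 with 0.01% Tween-20. Incubations ran 30 min at room temperature, with 10 ug/mL donor/acceptor beads.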
# Pin1 inhibitor – human Pin1 inhibition; Potency, µM (doses to about 115 µM), for inactives: top-dose activity, negative = inhibition, hits mostly inhibitors; 390,000 compounds, 0.009% hits; Pin1 FP peptide displacement, HiFluor488, 10 min; AID 504891; Q13526; active = well fitted inhibition curve with a large enough effect in the polarisation, with a control signal flat, not every such curve was filed as active; inconclusive = small, poorly fitted or top-dose-only effect, or effect the other way, or a change in a side signal; inactive = no such curve, though single readings can be large or run the other way; the % refers to the polarisation; note: % is set by controls: 0 for no effect and ±100 for the full control effect
# ALOX12 inh – ALOX12 (human) lipoxygenase inhibition. 580,000 compounds, 1.1% hits. purified 12hLO, xylenol orange hydroperoxide absorbance. Potency, µM (doses to about 108 µM), inactives show at the top dose activity change, negative = inhibition, actives largely listed as inhibitors. AID 1671190. P18054; note: % is set by controls: 0 for no effect and ±100 for the full control effect
#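 Purified human 12hLO at 150 nM in 25 mM Hepes, 0.01% Triton X-100, pH 7.0, preincubated 15 min at room temperature with compound. Reaction started with 40 uM arachidonic acid, 30 min at room temperature. Hydroperoxide measured by Fe-xylenol orange, 573/405 nm absorbance ratio.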
# RGS4 inhibitor – blocks human RGS4-accelerated GTP hydrolysis | P49798 | Transcreener GDP fluorescence polarization, RGS4-accelerated GTP hydrolysis | Potency, µM (titrated, usually from 114 µM), without a hit: at the highest dose activity change, negative = inhibition, usual class: inhibitors | 390,000 compounds, 0.039% hits | AID 504845; note: % is set by controls: 0 for no effect and ±100 for the full control effect; nearly all actives have a fitted effect of over 75% in size; some results filed as inactive show a strong effect at the top dose
# Target sequence (P49798 whole entry, looked up): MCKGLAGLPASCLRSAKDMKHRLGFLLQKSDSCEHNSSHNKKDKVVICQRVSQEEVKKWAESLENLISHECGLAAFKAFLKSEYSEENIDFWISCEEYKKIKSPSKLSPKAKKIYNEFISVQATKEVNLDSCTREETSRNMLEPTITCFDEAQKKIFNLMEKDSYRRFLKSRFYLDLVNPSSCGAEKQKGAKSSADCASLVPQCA
#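 MLSMR compounds (23 nl, pin-transferred) preincubated 10 min at room temperature with a 500nM (2x) first reagent, then RGS4 at 900nM (2x) plus Transcreener GDP mix added; fluorescence polarization (620/688 nm) read before and after 90 min at 30 °C.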
# JMJD2A Tudor – JMJD2A Tudor domain (human) inhibition; AlphaScreen JMJD2A-Tudor / H3K4me3 peptide binding; Potency, µM (top dose mostly 114 µM), without a hit: at the top dose activity change, negative = inhibition, usual class: inhibitors; 390,000 compounds, 4.4% hits; AID 504339; note: % is set by controls: 0 for no effect and ±100 for the full control effect; nearly all actives have a fitted effect of over 50% in size
# Active calls of the source: *; i = inactive; ? = inconclusive; nt = no result given; & = joins results of further samples; [ ] = another dose, or the depositor's remark. Unless noted, calls come from the whole dose curve; as a rule, active = well fitted curve in the direction sought with a large enough effect; inconclusive = small, poorly fitted or top-dose-only effect, or another doubt; inactive = no such curve, though single readings can be large; an effect the other way counts as inactive or inconclusive. Potency is the fitted concentration of half-maximal effect. A portion of the library (hit frequency here may not be typical).
SMILES,Tb PGK inh,ERG-DNA inh,rTrxR1 inhibitor,GLS inhibitor,HP1b binding inh,Pin1 inhibitor,ALOX12 inh,RGS4 inhibitor,JMJD2A Tudor
Cc1nc(-c2ccccc2)nc(-c2ccccc2)n1,5.3%,-7.6%,-4.7%,10.6%,89.1%[activator],-6.1%,5.8%,7.4%,49.3%[activator]
CCOC(=O)c1ccc(S(=O)(=O)N(CCO)Cc2cc3cc(OC)c(OC)cc3[nH]c2=O)cc1,i,-4.9%,8.6%,-1.0%,-3.3%,-3.6%,-5.1%,-8.9%,-9.9%
COc1ccc(CCNC(=S)Nc2cccc(C)c2)cc1,-6.4%,7.5%,3.0%[57.1 µM],12.8%,18.9%,-2.3%,nt,3.9%,-21.2%
CC(NS(=O)(=O)c1ccccc1)C(c1cccs1)N1CCN(c2ccccc2)CC1 (stereo unspecified),-5.7%,1.9%,21.5%,21.1%,18.6%,2.5%,-11.1%,18.2%,-32.7%
COC(=O)c1cc(NC(C)=O)ccc1N1CCOCC1,-9.1%,-0.6%,-20.6%,-0.1%,27.8%,-5.2%,-1.8%,-8.8%,-6.2%
CCN1CCN(C(=O)c2nn(-c3ccccc3)c(=O)c3ccccc23)CC1,-1.9%,-5.3%,-1.2%,-2.7%,16.2%,1.0%,23.0%,12.8%,4.4%
O=[N+]([O-])c1ccc2cc[nH]c2c1,-16.2%,-2.9%,-2.6%,23.9%,-18.8%,-4.6%,?,-30.8%,-26.7%
C[C@H](CO)N1C[C@H](C)[C@@H](CN(C)C(=O)NC2CCCCC2)Oc2c(NC(=O)C3CCCCC3)cccc2C1=O,-6.6%,1.8%,-6.6%,-1.6%,42.6%[activator],-3.5%,11.5%,0.9%,2.1%
C[C@@H]1CN([C@@H](C)CO)C(=O)c2cc(NC(=O)C3CC3)ccc2O[C@H]1CN(C)C,-0.5%,-12.2%,22.9%,5.7%,24.4%,-9.6%,19.2%,4.4%,1.4%
CCOC(=O)C(NC(=O)CCC(=O)Nc1ccc(S(N)(=O)=O)cc1)C(O)c1ccccc1 (stereo unspecified),-7.9%,-7.2%,1.8%,-1.9%,22.3%,1.4%,nt,-14.3%,-8.2%
O=C(NCCCCCCNC(=O)OCCO)OCCO,-1.4%,-3.3%,8.5%[57.1 µM],5.7%,38.6%,-9.9%,-4.8%,-12.2%,-7.2%
Cc1cc2ccccn2c1C(=O)c1cc([N+](=O)[O-])cc([N+](=O)[O-])c1,10.4%,0.8%,0.8%[57.1 µM],3.3%,?,-7.3%,-7.1%,22.5%,17.8µM*
c1ccc(CSc2ccc(-c3cccs3)nn2)nc1,-3.4%,-4.1%,-20.1%[57.1 µM],-1.1%,27.3%,7.9%,-7.6%,-8.0%,1.5%
Cc1ccc(-n2nc(C)c(/C=N/n3c(C)n[nH]c3=S)c2Cl)cc1,-8.6%,-18.6%,15.5%[57.1 µM],63.5%[activator],30.4%,8.6%,-12.6%,-19.5%,-19.7%
CCn1c(SCC(=O)N2CCC(C)CC2)nc2c(c1=O)SC(C)C2 (stereo unspecified),-0.8%,10.4%,28.2%,1.7%,20.5%,-4.7%,-13.1%,5.3%,-3.9%
O=C(NCc1ccco1)/C(=C/c1ccccc1F)NC(=O)c1ccccc1,0.3%,8.8%,-2.6%,-6.0%,18.8%,-0.3%,4.9%,14.9%,-6.8%
CNC1(c2nnnn2-c2c(C)cccc2C)CCOC(C)(C)C1 (stereo unspecified),-7.7%,-1.5%,19.5%,-0.1%,15.2%,-1.0%,4.7%,9.3%[11.4 µM],-1.5%[11.4 µM]
COc1ccccc1CNC(=O)CSc1ccc(-c2sc(-c3ccccc3)nc2C)nn1,1.9%,9.1%,8.7%,6.9%,29.5%,?,-4.6%,-16.0%,-15.0%
CSc1nsc(N/N=C/c2ccccc2)c1C#N,-8.8%,5.2%,24.7%[57.1 µM],-22.2%,17.5%,3.1%,22.1%,-0.9%,-17.0%
Cc1c(NC(=O)COC(=O)c2ncc(Cl)c(Cl)c2Cl)c(=O)n(-c2ccccc2)n1C,i,-0.5%,-13.0%,-9.4%,31.6%,-5.7%,0.0%,-9.8%,-2.8%
CCN1CCN(C(=O)c2ccc3c(c2)N(Cc2ccccc2)C(=O)c2ccccc2S3=O)CC1 (stereo unspecified),-6.2%&-4.9%,9.6%&4.1%,13.6%&-10.5%,2.8%&-8.1%,33.8%&11.7%,6.8%&5.7%,31.1%&-24.4%[activator],1.1%&5.9%,-10.6%&-22.9%
O=C(COC(=O)CCC1CCCC1)NCc1ccc(Cl)cc1,-9.2%,17.4%,29.2%,2.7%,30.4%,-4.3%,5.5%,16.1%,-12.0%
O=c1c(C(c2ccc(Cl)cc2)c2c(O)nc3n(c2=O)CCCS3)c(O)nc2n1CCCS2,-0.8%,3.4%,?,2.2%,49.5%[activator],-4.0%,136.2%[activator],3.3%,-10.7%
COc1cc(OC)cc(-c2c(C#Cc3ccsc3)c3cc(-c4ccc(OC)c(OC)c4)ccc3n2C)c1,-5.7%,-3.6%,12.4%[57.1 µM],2.6%,41.1%[activator],?,?,-8.2%,-5.5%
COCCN(C(=O)c1cc(S(=O)(=O)N2CCCCC2)ccc1Cl)c1c(N)n(CC(C)C)c(=O)[nH]c1=O,i,-6.5%,-12.0%,-7.0%,20.2%,-10.5%,6.1%,-15.5%,-7.1%
Cc1ccc(C2=NN(CCC(=O)NCc3ccc4c(c3)OCO4)C(=O)CC2)cc1,3.8%,-0.2%,2.9%,7.2%,7.7%,-1.0%,-5.8%,10.0%,-19.7%
CCOC(=O)CNc1nc(C(C)(C)C)nc2c1nnn2Cc1ccccc1Cl,-3.2%,-1.5%,22.0%,-2.1%,24.6%,-7.5%,1.3%,20.6%,-9.0%
c1csc(COc2ccccc2CNC2CCCCC2)c1,i,-17.9%,-14.5%,-11.3%,29.2%,0.8%,?,-16.6%,-13.9%
O=C(NC1(C(F)(F)F)C(=O)Nc2c1c(=O)[nH]c(=O)n2-c1ccc(F)cc1)c1cccnc1 (stereo unspecified),-8.1%,6.7%,-6.3%,nt,40.9%[activator],-8.3%,?,-11.5%,9.5%
CC(C)Nc1nc(-c2ccncc2)nc(-c2ccc(Cl)cc2)c1C#N,-6.5%,-6.5%,19.6%[57.1 µM],7.2%,?,-2.9%,?,?,-11.3%[11.4 µM]
CC(C)C(=O)NC(=S)Nc1ccccc1N1CCN(C(=O)c2ccccc2)CC1,i,-3.7%,-18.6%,4.4%,37.8%,-2.2%,-12.5%,14.6%,-17.6%
CCN(CC)CCCNC(=O)c1ccc(N2CCCCC2)c(NS(=O)(=O)c2ccc(C)cc2)c1,3.2%,0.8%,15.5%,-8.1%,39.6%[activator],-0.5%,-28.6%,5.5%[56.9 µM],-19.1%
CCC1CN(C(=O)N2CCC(C(=O)O)CC2)c2cc(C)ccc2O1 (stereo unspecified),6.1%,1.3%,-9.0%,-0.9%,32.7%,4.0%,0.3%,0.2%,1.7%
Cc1cccc(S(=O)(=O)Nc2cccc(-c3cn4ccsc4n3)c2)c1,-2.0%,3.9%,1.9%,1.8%,-24.4%,8.0%,1.8%,-21.2%,?
CCCN1C(=O)SC(CC(=O)Nc2ccc(C)cc2)C1=O (stereo unspecified),i,8.6%,-8.0%,-0.6%,47.9%[activator],-2.2%,0.0%,9.1%,-3.1%
Cn1nccc1NC(=O)CC(CC(=O)O)c1ccccc1 (stereo unspecified),9.4%,-5.1%,8.8%,0.4%,38.9%[activator],-0.3%,10.5%,11.0%,-1.3%

# An excerpt of these results, bar-delimited.
compound | Tb PGK inh | ERG-DNA inh | rTrxR1 inhibitor | GLS inhibitor | HP1b binding inh | Pin1 inhibitor | ALOX12 inh | RGS4 inhibitor | JMJD2A Tudor
CCCN1C(=O)SC(CC(=O)Nc2ccc(C)cc2)C1=O (stereo unspecified) | i | 8.6% | -8.0% | -0.6% | 47.9%[activator] | -2.2% | 0.0% | 9.1% | -3.1%
Cn1nccc1NC(=O)CC(CC(=O)O)c1ccccc1 (stereo unspecified) | 9.4% | -5.1% | 8.8% | 0.4% | 38.9%[activator] | -0.3% | 10.5% | 11.0% | -1.3%

# The listing continues.
SMILES,Tb PGK inh,ERG-DNA inh,rTrxR1 inhibitor,GLS inhibitor,HP1b binding inh,Pin1 inhibitor,ALOX12 inh,RGS4 inhibitor,JMJD2A Tudor
CC1CCC(C(C)C)C(OCC(O)CNC(C)C)C1 (stereo unspecified),-1.2%,-4.8%,2.7%,-0.1%,55.2%[activator],5.1%,-5.0%,17.8%[11.4 µM],5.1%[11.4 µM]
CCSc1nnc(NC(=O)c2nc3nc(C)cc(C)n3n2)s1,-4.9%,3.4%,2.0%[57.1 µM],4.1%,9.6%,-6.4%,-10.4%,-12.7%,15.8µM*
NC(=S)NNC(=O)COc1ccccc1O,i,3.2%,8.3%,8.9%,30.6%,-1.7%,-6.1%,-12.3%,-19.6%
CCCN1CNc2c(c(=O)[nH]c(=S)n2CCc2ccc(OC)c(OC)c2)C1,-0.4%,-6.8%,-24.8%,3.4%,34.7%&24.8%[activator],1.0%&0.2%,-20.6%,2.2%&11.7%,0.7%&-9.1%
Cc1cc(C)cc(N(CC(=O)N2CCc3ccccc32)S(=O)(=O)c2c(C)noc2C)c1,0.4%,5.4%,6.7%,-1.1%,33.8%,-15.6%,2.7%,2.0%,-11.7%
CCN(CC(=O)Nc1ccc(NC(C)=O)cc1)C(=O)c1ccccc1Sc1ccccc1C#N,7.0%,7.0%,-17.8%,9.7%,24.9%,3.3%,17.9%,13.5%,-11.3%
